# Myeloid diff MLP: induction of myeloid progenitor differentiation, primary screen, cell-based, flow cytometry, MLPCN library | ER-HoxA9 myeloid progenitors, lysozyme-GFP differentiation | calls only at 10 µM | 1% of 360,000 active | AID 624256, 2012;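 active means normalized GFP-positive differentiation at or above the plate's own cutoff, the solvent-only control mean plus 3 SD; inconclusive means no clear call, values can overlap the other calls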;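 further: cells exposed to compound for four days before flow analysis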
# human PMI inhibition: inhibitors of human PMI, primary screen, biochemical, fluorescence intensity, coupled assay (AID 1209). Mannose-6-phosphate isomerase (Homo sapiens). purified PMI enzyme, coupled fluorescence intensity; higher % means a stronger effect. inhibition, % at 20 µM, or IC50 in µM where a hit was titrated. 0.42% of 190,000 active;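 further: plate controls were DMSO vehicle for no effect and wells lacking substrate for full effect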
# WT yeast gro inh: growth inhibition of WT strain, primary screen, mitochondrial fusion inhibitor project, WT and mutant strains, chemical genetic; mitochondrial fusion phenotypic screen; inhibition, % at 10 µM; 2.1% of 190,000 active; AID 1362, 2008; in the data active means inhibition above about 58%; tested in S. cerevisiae
# Lipid droplet: inhibitors of hepatocyte lipid droplet formation, primary screen, imaging, high-throughput imaging, BODIPY stain; AID 1656, 2009; 0.4% of 240,000 active; AML12 mouse hepatocytes, oleate lipid droplets; inhibition, % at 6.5 µM;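 active means lipid droplet intensity inhibited by at least 50%, with more than 500 cells counted; inconclusive means wells with under 300 cells, treated as cytotoxic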
#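 Assay system: AML12 mouse liver cells | Compound dosing: One dose, 6.5 µM compound | Read-out basis: Droplet intensity reduction, % inhibition | Measured by: Fluorescence imaging, 20x objective, two fields per well | Schedule: Overnight treatment with compound plus oleate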
# UTI89 phage lysis: inhibition of K1F phage lysis, E. coli UTI89, bacterial capsule biogenesis inhibitors, alamar blue (AID 488966); E. coli UTI89 K1F phage lysis, alamar blue, 2 h; higher % means a stronger effect; one-dose inhibition, % at 100 µM; IC50 in µM for titrated hits; 0.02% of 340,000 active;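 active means phage lysis inhibition, versus mean bacterial control, above a set limit; inconclusive means no clear call, values can overlap the other calls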;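 further: capsule biogenesis inhibitors block K1F phage lysis so surviving cells raise fluorescence; higher fluorescence means more inhibition of phage lysis; actives were called in the ten point dose series up to 300 µM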
# TNAP activation fold: human TNAP enzyme activators, primary screen, biochemical, luminescent, no phosphate acceptor, uHTS (AID 1001); activation fold at 20 µM, or EC50 in µM where a hit was titrated; purified TNAP, luminescent activation assay, no phosphate acceptor; higher activation fold means a stronger effect; 0.03% of 200,000 active; in the data active means activation fold from about 3, or a potency from the dose series; inactive means the rest, 99 in 100 with activation fold below about 1.6; further: many of its hits are not listed in these tables
# PMI inhibition: human PMI inhibitors, high substrate, primary screen, biochemical, fluorescence intensity, high mannose 6-phosphate (AID 1220). Mannose-6-phosphate isomerase (Homo sapiens). recombinant PMI enzyme, coupled fluorescence intensity; higher % means a stronger effect. inhibition, % at 20 µM, or IC50 in µM where a hit was titrated. 0.66% of 190,000 active
# P. falciparum M1AAP: P. falciparum M1AAP inhibitors, biochemical, fluorogenic H-Leu-NHMec substrate, 1536-well (AID 1445); Aminopeptidase N (Plasmodium falciparum (isolate 3D7)); recombinant M1AAP, H-Leu-NHMec fluorogenic kinetic assay; higher % means a stronger effect; one-dose inhibition, % at 30 µM; IC50 in µM for titrated hits; 0.42% of 220,000 active;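 active means primary inhibition above the hit cutoff, then over 50% inhibition at one or more dose response concentrations, cut at about 23% in these data, passing the limit was not always enough; inconclusive means conflicting primary data, or primary hits not chosen for dose response; inactive means low primary inhibition, or under 50% at every dose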;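 further: plate controls were DMSO full reaction for no effect and no enzyme background for full effect; strong numbers were not always called active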
# CSM14.1 death rescue: rescue of cells from ER stress-induced death, primary screen, 384-well, CSM14.1, thapsigargin, ATP luminescence (AID 1222) | CSM14.1 thapsigargin-induced death rescue, ATP luminescence; higher % means a stronger effect | 190,000 tested, under 10 active | cellular ATP content (survival), % at 20 µM; hits with a dose series show EC50 in µM;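 active means EC50 below 50 µM in the dose-response confirmation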;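 further: death triggered by thapsigargin at about 15 µM added after 2 h compound pretreatment; cell ATP read after overnight thapsigargin exposure of roughly 18 to 22 hours; normalized against plate controls of thapsigargin alone and 5% DMSO vehicle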
# WT yeast gro inh mutant strain: recorded beside WT yeast gro inh, whose call it bears; inhibition, %; mitochondrial fusion phenotypic screen, mutant strain inhibition
# Lipid droplet cells 6.5 µM: further read-out of Lipid droplet, marked with its call; cell count; measured here: cell count, cytotoxicity flag;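 cells counted across two imaged fields per well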
# Myeloid diff MLP GFP+ MAC1+ %: further read-out of Myeloid diff MLP, marked with its call; GFP+ MAC1+ double positive, %; measured here: differentiation confirmed by MAC1 staining
# Numbers without * were called inactive; i = inactive; ? = inconclusive; / = not tested or not shown; + = active, no number; [ ] = remark or other dose. Unless noted, no stated cut-off is given here; in the data, active means inhibition above about 50%; inactive means the rest.
SMILES,Myeloid diff MLP,Myeloid diff MLP GFP+ MAC1+ %,human PMI inhibition,WT yeast gro inh,WT yeast gro inh mutant strain,Lipid droplet,Lipid droplet cells 6.5 µM,UTI89 phage lysis,TNAP activation fold,PMI inhibition,P. falciparum M1AAP,CSM14.1 death rescue
CCOc1ccc2c(c1)C(N(CCN1CCOCC1)C(=O)Nc1ccccc1)CC(C)(C)O2 (stereo unspecified),i,0.2,-7%,1,-2,-3,767,0.5%,1.1,-6%,6%,1.6%
Cc1nc(NCc2ccc3c(c2)OCO3)c2nnn(Cc3ccccc3)c2n1,i,8.6,-17%,-11,5,/,/,1.2%,1,-1%,-3%,-0.1%
COc1ccc(-n2c(COc3cccc4ccccc34)nnc2SCC(=O)NCc2ccco2)cc1,i,1.1,17%,34,14,0,743,0.5%,1,15%,3%,-0.1%
O=C(N/N=C/c1ccccc1OCc1ccccc1)c1cccnc1,i,0.2,3%,10,3,-10,542,-0.3%,1.1,10%,11%,1.3%
O=C(CSc1nnnn1-c1ccccc1)Nc1ncc2c(n1)CC(c1ccco1)CC2=O (stereo unspecified),i,0.8,-15%,11,-7,-9,685,1.1%,1.1,-3%,4%,-0.3%
O=C(O)c1cc2nccc(-c3ccco3)n2n1,i,1.3,/,/,/,7,705,-0.1%,/,/,2%,/
CCOc1ccc(CNC(=O)c2ccc(Sc3ccc(C)cc3)c(NC(C)=O)c2)cc1,i,0.9,7%,22,8,-3,622,6.1%,1.1,9%,6%,3.7%
O=C(Nc1cccc(Cl)c1)C1C2CCC3C(CCC21)C3(Cl)Cl (stereo unspecified),i,0.0,13%,80*,45*,-22,667,5.3%,1.3,14%,-2%,0.0%
CCOn1c(=O)c(=O)n(O)c2ccccc21,i,0.0,19%,-12,-9,16,737,-2.1%,1.1,20%,4%,0.7%
CCCOc1ccc(-c2nc(OCC)c3ccccc3n2)cc1,i,4.9,4%,60*,23*,-1,732,1.5%[50 µM],1,2%,-3%,0.9%
CC(=O)c1cccc(NC(=O)NC2CCCc3ccccc32)c1 (stereo unspecified),i,0.5,12%,24,11,-15,703,-0.1%,1.2,4%,-1%,0.1%
COCCn1c(-c2ccccc2)cnc1N,i,1.3,0%,4,5,/,/,0.1%,0.9,13%,-3%,0.5%
CC1CCCCN1C(=O)Cn1c(=O)n(C2CCCCC2)c(=O)c2ccccc21 (stereo unspecified),i,0.5,15%,7,17,1,780,15%,1.1,10%,2%,1.1%
O=C(Cc1ccc2c(c1)OCCO2)c1c(O)cc(O)cc1O,i,7.6,-1%,8,-4,/,/,1.4%[50 µM],1.1,5%,10%,0.2%
COC(=O)c1ccc(COc2ccc(/C=N/O)cc2)o1,i,0.4,2%,-19,-17,20,739,0.1%,1,7%,-5%,3.2%
CC1(C)CC(=O)C(C=NCCN2CCN(CCCCS(=O)(=O)O)CC2)=C(O)C1,i,1.9,10%,-8,-9,-11,518,0.1%,1.1,13%,9%,-2.8%
COc1cc(CCC(=O)OCC(=O)Nc2ccccc2OC(F)F)cc(OC)c1OC,/,/,1%,-4,-14,16,721,-0.6%,1.1,2%,1%,1.9%
Nn1c(SCc2ccc(Br)cc2)nnc1-c1ccncc1,i,0.3,2%,-5,6,-11,663,0.0%,1.2,1%,0%,0.5%
O=C1NN(c2ccccc2)C(=O)/C1=C\c1cccc(OC(=O)c2cccs2)c1,i,0.7,-23%,-35,-5,-2,885,0.5%,1,-46%,?,-3.6%
O=C(C[n+]1cc(-c2ccccc2)n2c1CCC2)Nc1nc(-c2ccc(F)cc2)cs1,i,0.5,-2%,-18,-9,6,664,?,1.1,-5%,7%,1.0%

# Structural class, those above containing a halogen
SMILES,Myeloid diff MLP,Myeloid diff MLP GFP+ MAC1+ %,human PMI inhibition,WT yeast gro inh,WT yeast gro inh mutant strain,Lipid droplet,Lipid droplet cells 6.5 µM,UTI89 phage lysis,TNAP activation fold,PMI inhibition,P. falciparum M1AAP,CSM14.1 death rescue
O=C(Nc1cccc(Cl)c1)C1C2CCC3C(CCC21)C3(Cl)Cl (stereo unspecified),i,0.0,13%,80*,45*,-22,667,5.3%,1.3,14%,-2%,0.0%
COc1cc(CCC(=O)OCC(=O)Nc2ccccc2OC(F)F)cc(OC)c1OC,/,/,1%,-4,-14,16,721,-0.6%,1.1,2%,1%,1.9%
Nn1c(SCc2ccc(Br)cc2)nnc1-c1ccncc1,i,0.3,2%,-5,6,-11,663,0.0%,1.2,1%,0%,0.5%
O=C(C[n+]1cc(-c2ccccc2)n2c1CCC2)Nc1nc(-c2ccc(F)cc2)cs1,i,0.5,-2%,-18,-9,6,664,?,1.1,-5%,7%,1.0%

# (cont.)
SMILES,Myeloid diff MLP,Myeloid diff MLP GFP+ MAC1+ %,human PMI inhibition,WT yeast gro inh,WT yeast gro inh mutant strain,Lipid droplet,Lipid droplet cells 6.5 µM,UTI89 phage lysis,TNAP activation fold,PMI inhibition,P. falciparum M1AAP,CSM14.1 death rescue
CCN(CC)CCN(C(=O)c1ccc(Br)s1)c1nc2cc3c(cc2s1)OCO3,i,0.4,-18%,3,8,5,700,-0.1%,1.1,-16%,3%,1.5%
CCOc1cc(/C=C2\SC(=S)N(C(C(=O)O)c3ccccc3)C2=O)ccc1O (stereo unspecified),i,0.5,/,/,/,-6,732,-0.3%,/,/,32µM*,/
COc1ccc(CN(CC2CCCO2)C(=O)c2cc3ccccc3oc2=O)cc1 (stereo unspecified),i,0.5,1%,13,22,-12,722,0.4%,1,0%,6%,-0.1%
CCN1CCN(c2cc3nc(C)n(Cc4ccccc4)c(=O)c3cc2NC(=O)c2ccccc2F)CC1,/,/,10%,-2,1,11,625,0.2%,1,-1%,1%,-3.2%
COc1c(C)cc(Br)cc1C(=O)Nc1cccc(-c2nc3ncccc3o2)c1,?,/,8%,26,12,/,/,0.0%,1.1,15%,17%,0.5%
Cc1cc(C)nc(N2CCC(C(=O)NCc3ccco3)CC2)n1,i,1.9,3%,-4,8,/,/,0.1%,1.1,0%,2%,-0.6%
COc1ccc(CCNC2CC(=O)N(C3CCCCC3)C2=O)cc1OC (stereo unspecified),i,1.2,2%,-8,-4,8,694,0.1%,1.2,-1%,0%,0.5%
C#CCOCCOCCOCCNc1nc(N2CCN(C(=O)[C@H](CCCCN)n3cc([C@@H](N)CC(C)C)nn3)CC2)nc(N2CCN(C(=O)[C@H](Cc3ccc(O)cc3)n3cc([C@@H](N)CC(C)C)nn3)CC2)n1,/,/,-10%,-27,-25,-1,745,/,1.2,-7%,3%,-2.2%
Cc1nn(Cc2ccccc2Cl)c(Cl)c1C(=O)NCCc1ccccc1,i,0.0,-4%,1,-11,-16,622,-0.2%,1,-4%,10%,-1.4%
CCOCCCNC(=O)CN1C(=O)/C(=C/c2ccccc2C)Sc2ccccc21,i,0.6,5%,4,20,2,732,-0.1%,1,3%,7%,6.0%
CCOC(=O)C1=C(Cc2ccc(OC)cc2)C(=O)c2ccccc2C1=O,+,15*,23%,21,25,2,755,-17%,1,3%,13%,3.4%
Cn1ncc(C(N)=O)c1NC(=S)NC(=O)c1ccc(Br)o1,i,0.1,6%,17,-8,22,688,0.0%,1.1,-4%,2%,-7.2%
CC(=O)Cc1nsc(NC(=O)c2ccc(-c3cccc(C(F)(F)F)c3)o2)n1,i,1.0,8%,8,3,-1,804,0.4%,1.1,2%,-9%,-2.3%
CCOC(=O)C1=C(CN2CC(C)CC(C)C2)NC(=O)NC1c1ccc2c(c1)OCO2 (stereo unspecified),i,0.6,9%,12,-18,0,737,-0.3%,1.1,9%,-2%,0.4%
Cc1ccc2c(c1)NC(=O)C(CC(=O)NCCCN1CCCC1)O2 (stereo unspecified),i,2.3,-4%,2,-5,/,/,5.1%,0.9,-1%,4%,-3.2%
CCOc1ccc(S(=O)(=O)n2cnc3cc(C)c(C)cc32)cc1,i,6.8,16%,14,19,-29,711,0.6%,1.2,16%,5%,-2.6%
COCCCn1c2nc3ccccc3nc2c2c(=O)n(CC3CCCO3)cnc21 (stereo unspecified),i,1.5,2%,9,10,/,/,0.5%,1.1,-3%,8%,-2.1%
CCOc1cc(N2CCOCC2)c(OCC)cc1NC(=O)c1ccco1,i,0.1,14%,6,19,3,722,-0.4%,1.1,25%,1%,-4.0%
CC(C)C(=O)Nc1sc2c(c1C#N)CCCCC2,i,0.5,14%,0,-3,-2,723,1.9%,1.1,14%,11%,-1.6%
CCOc1ccc2oc(=O)cc(C)c2c1,i,0.7,8%,-2,8,7,759,0.5%,1.1,6%,15%,-0.7%

# Sorted by the number under Myeloid diff MLP GFP+ MAC1+ % (rising): some entries from above.
canonical_smiles | Myeloid diff MLP GFP+ MAC1+ %
CCOn1c(=O)c(=O)n(O)c2ccccc21 | 0.0
COc1ccc(CCNC2CC(=O)N(C3CCCCC3)C2=O)cc1OC (stereo unspecified) | 1.2
Cc1cc(C)nc(N2CCC(C(=O)NCc3ccco3)CC2)n1 | 1.9

# Further results follow:
SMILES,Myeloid diff MLP,Myeloid diff MLP GFP+ MAC1+ %,human PMI inhibition,WT yeast gro inh,WT yeast gro inh mutant strain,Lipid droplet,Lipid droplet cells 6.5 µM,UTI89 phage lysis,TNAP activation fold,PMI inhibition,P. falciparum M1AAP,CSM14.1 death rescue
Cc1cc(C(F)(F)F)c2c(C)nn(CCc3nn[nH]n3)c2n1,i,0.7,10%,7,10,-3,681,1.3%,1.1,6%,-10%,/
C=CCn1c(-c2cc(OC)cc(OC)c2)n[nH]c1=S,i,1.1,-8%,3,8,/,/,-7.4%,0.7,-3%,-1%,-0.7%
O=C1CC(N2CCC(O)(c3ccc(Cl)cc3)CC2)C(=O)N1Cc1ccc(N2CCCC2=O)cc1 (stereo unspecified),i,0.7,13%,-16,-27,-6,746,2.2%,1.1,7%,7%,-1.0%
O=C(CC1C(=O)NCCN1Cc1c(F)cccc1Cl)NCCc1ccccn1 (stereo unspecified),i,0.0,6%,-6,4,-6,753,1.8%,1,8%,10%,-0.9%
O=S(=O)(c1ccc2ccccc2c1)N(CC1CO1)c1ccccc1 (stereo unspecified),/,/,8%,49,10,3,550,0.0%,1.1,7%,-4%,-0.1%
CCCc1cc(C(N)=O)c(NC(=O)c2ccco2)s1,i,0.5,13%,-18,-2,5,679,1.4%,1,10%,12%,/
